NR2E3 ag-1: agonists of human nuclear receptor NR2E3; Q9Y5X4; GST-NR2E3/biotin-RetCOR TR-FRET, 1536-well; inhibition of corepressor binding, % at 4.78 µM; actives 0.12% (n = 320,000); AID 2300;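 active = percent inhibition above the cutoff of mean plus 3 SD of all tested compounds, set per screening campaign, cut at about 20% in these data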;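 note: 0% = DMSO wells and 100% = biotin wells as full block of FRET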
Target sequence (Q9Y5X4 whole entry, looked up): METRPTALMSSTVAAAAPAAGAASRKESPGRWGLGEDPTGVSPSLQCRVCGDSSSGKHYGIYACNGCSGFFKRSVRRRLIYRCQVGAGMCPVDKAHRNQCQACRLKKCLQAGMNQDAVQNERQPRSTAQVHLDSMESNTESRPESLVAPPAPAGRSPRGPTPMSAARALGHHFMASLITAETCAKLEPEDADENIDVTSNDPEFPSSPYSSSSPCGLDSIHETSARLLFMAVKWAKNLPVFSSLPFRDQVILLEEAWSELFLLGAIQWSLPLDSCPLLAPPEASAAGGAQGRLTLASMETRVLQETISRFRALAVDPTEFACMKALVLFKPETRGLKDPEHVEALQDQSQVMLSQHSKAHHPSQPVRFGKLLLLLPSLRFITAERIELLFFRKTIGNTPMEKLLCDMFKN
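Test system: GST-NR2E3 and biotin-RetCOR proteins | Quantity: 1.35 nM GST-tagged NR2E3 final | Medium: Tris pH 7.5 | Also added: 7 nM biotin-RetCOR | Dosing: Compound at 4.8 µM, single dose | Timing: 5 h at 4 °C | Detection: Time-resolved FRET | Read-out basis: Percent inhibition | Benchmarks: Biotin wells as high control, 0.6% DMSO wells as low control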
iPSC survival up: hiPSC single-cell survival enhancement | actives 0.044% (n = 360,000) | ATPlite luminescence; 100% = ROCK inhibitor wells, 0% = DMSO | survival enhancement, % at 20 µM; in the data active = survival enhancement above about 18%;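 note: cells exposed to compounds for 16 hours before the ATP read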
CF NFkB block: blocks PAF-induced NF-kB reporter in cystic fibrosis cells; actives 0.86% (n = 360,000); AID 588850; KKLEB NF-kB-GFP reporter, GFP fluorescence overnight; inhibition, % at 5 µM;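 active = at least 50% inhibition at 5 µM, scaled per plate between neutral and stimulator controls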;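 note: PAF is a Pseudomonas aeruginosa culture filtrate used as stimulus; plate controls were PAF-stimulated DMSO wells for no effect and unstimulated DMSO wells for full effect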
TWEAK Fn14 block: TWEAK-Fn14 signaling inhibition. actives 2% (n = 360,000). TWEAK-stimulated Fn14 reporter cells, luciferase luminescence, 8 h. AID 1159606. inhibition, % at 10 µM; in the data active = inhibition above about 50%
HIF-2a inh: blocks HIF-2a reporter activity; 786-0 RCC cells HIF-2a reporter, luciferase luminescence, overnight; inhibition, % at 18.8 µM; actives 0.72% (n = 360,000);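 active = inhibition of the luminescence signal of 40% or more relative to plate controls, in a single-dose primary screen at 18.75 µM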
MITF TRPM1 inh: MITF TRPM1 promoter inhibition in SK-MEL-5 cells. SK-MEL-5 TRPM1 promoter luciferase, 24 h. inhibition, % at 12.5 µM. actives 0.83% (n = 330,000). AID 488899;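 active = mean inhibition across replicates of 60% or more, whatever share of single replicates reaches that level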; note: values of inactives mirror those of a sister screen read the other way
NR2E3 ag-2: agonists of human NR2E3 nuclear receptor. CHO-S Gal4-NCOR/VP16-NR2E3 two-hybrid, luciferase. inhibition of corepressor binding, % at 3.98 µM. actives 0.35% (n = 360,000). AID 602229;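 active = inhibition above the mean of all tested compounds plus 3 SD, cut at about 70% in these data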;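 note: 0% = DMSO with NR2E3 transfected cells and 100% = cells lacking NR2E3 construct; higher means lower luciferase signal from less NR2E3 corepressor binding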
KKLEB tox: counter-screen for CF NF-kB inhibitors: cytotoxicity | KKLEB CF airway cells viability, ATPlite luminescence, overnight; stronger effect = lower value; cells stimulated with P. aeruginosa culture filtrate | activity change (cytotoxicity), % at 5 µM | actives 0.36% (n = 360,000) | AID 602141;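 active = corrected activity change at or below -50% at 5 µM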
Shn3 3UTR inh: inhibitors of Schnurri-3 3'UTR reporter in osteoblasts; Clone20 osteoblast Shn3 3'UTR firefly luciferase, 24 h; inhibition, % at 12.5 µM; actives 0.52% (n = 360,000);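 active = mean inhibition of at least 75% with every replicate also reaching 75%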;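 note: 0% = median of neutral control wells and 100% = pilot-screen positive control compound; some compounds past the cut are filed as inactive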
Peg3 promoter: Peg3 promoter activity inhibition. AID 588405. actives 1.7% (n = 360,000). inhibition, % at 20 µM. HeLa PEG-Prom luciferase reporter, luminescence, overnight;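 active = inhibition of at least 50% at 20 µM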
aDG glyco up: increases alpha dystroglycan glycosylation; actives 0.22% (n = 360,000); activation, % at 10 µM; AID 624168; Pro5-aDG cells, alpha-DG glycosylation AlphaScreen (IIH6); 0% Pro5, 100% B10-LARGE cell signal;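 active = activation of at least 8% versus controls, or a plate z-score of at least 8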;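 note: Pro5 are CHO cells carrying HIG-tagged alpha-DG that lacks glycosylation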
* hit, by the source's call; . = not tested or not shown.

SMILES	NR2E3 ag-1	iPSC survival up	CF NFkB block	TWEAK Fn14 block	HIF-2a inh	MITF TRPM1 inh	NR2E3 ag-2	KKLEB tox	Shn3 3UTR inh	Peg3 promoter	aDG glyco up
CC(C)(C)c1ccc2c(c1)OC(C(=O)N/N=C\c1ccncc1)CO2 (centres undefined)	2	-0.3	-7	18	10	-8	-1	9	12	-1	-0.1
Cc1c(/C=N/Nc2ccc(F)cc2)c(O)n(C)c(=O)c1C#N	-2	0.3	-9	2	-2	14	-5	9	-13	4	-0.2
CC1CCCC(C)N1C(=O)COC(=O)c1cc(F)c(F)cc1Cl (centres undefined)	.	1.3	-18	-6	2	-16	-11	14	9	-17	0.1
O=C1/C(=N\O)Cc2ccccc21	0	-1.3	5	-7	0	13	-12	7	-7	-9	-0.1
CCOc1ccc(CCNC(=O)Cc2nn[nH]n2)cc1OCC	1	1.5	2	2	7	3	-13	5	0	16	0.6
Cc1ccc(-c2nnc(NCc3ccccc3)c3ccccc23)cc1	1	-0.9	12	36	-34	14	-6	-6	30	35	0.1
Cn1c(=O)cc(N2CCN(C(=O)c3ccco3)CC2)[nH]c1=O	1	-1.3	-22	-6	14	1	12	14	-10	11	0.0
O=C(Oc1ccc(-c2nnco2)cc1)c1ccc(F)c(S(=O)(=O)N2CCOCC2)c1	-2	-0.2	17	26	7	-1	0	-11	-5	1	0.3
O=C(Nc1nnc(-c2cccs2)s1)c1cccc(F)c1	2	1.2	22	-6	-203	-30	-52	-8	-62	-305	-0.1
Cc1ccc2nc(-c3cccc(Br)c3)cc(C(=O)NCC3CCCO3)c2c1 (centres undefined)	1	-0.3	28	-1	-23	5	-14	-9	-19	4	-0.5
O=C(CN1CCN(C(=O)c2cccc(-n3cnnn3)c2)CC1)Nc1ccccc1Cl	4	0.4	-3	0	4	6	-17	-3	9	1	0.0
Nc1ccc(-c2nc3ccc([N+](=O)[O-])cc3[nH]2)cc1	6	-2.9	-91	-21	-172	-8	-80	17	-72	-307	-0.5
CC(C)Cc1ccc(C(C)C(=O)Nc2cccnc2)cc1 (centres undefined)	0	-0.6	-12	7	15	21	50	4	62	7	2.5
CCOC(=O)c1c(CC(C)C)csc1NC(=O)C(C)C	3	7.2	6	-20	-2	4	2	-8	14	19	-0.4
O=C1N[C@H]2CC=C[C@H]2N(Cc2cccs2)c2ccccc21	.	5.9	-28	-3	-8	-4	5	4	-1	-11	-0.2
CCOc1ccc2c(c1)nc(NCCCO)n2Cc1ccccc1	3	0.0	-23	4	-29	-10	7	0	3	-11	0.0
Cc1ccc(S(=O)(=O)N2CCN(c3ccnc4cc(Cl)ccc34)CC2)cc1	-1	2.4	17	51*	18	6	18	2	69	7	3.9
Cc1cc(Br)cn2c(Cc3ccsc3)c(-c3ccc(C#N)cc3)nc12	.	0.4	11	3	-6	.	-10	-6	-15	-3	-0.3
CCN(CC)S(=O)(=O)c1ccc(Cl)c(C(=O)Nc2cccnc2)c1	-1	-0.6	-5	-4	22	-5	-15	-4	6	16	-0.1
COc1nc(NCCO)nc(Nc2ccccc2F)n1	4	-0.2	-5	-7	-113	-40	-37	12	-12	-126	-0.4
COc1cccc(N2CCN(CC(=O)NCc3cccs3)CC2)c1	-2	0.1	-2	-4	9	8	-14	10	.	-2	-0.2
CCc1nn(CC(=O)N2CCN(CC)CC2)c(=O)c2cccn12	4	1.7	2	6	3	4	-47	-12	-1	1	-0.3
COc1ccc(OC)c(C(=O)CCCC(=O)c2cc(OC)ccc2OC)c1	1	0.3	23	-14	3	5	1	2	15	-4	0.3
CN(C)CCCNC(=S)Nc1ccc(Oc2ccccc2)cc1	1	-2.1	20	-6	18	-6	-23	-1	-7	18	0.7
CCN(c1ccccc1)S(=O)(=O)c1ccc(OC)c(NC(=O)c2ccccc2OC)c1	.	-0.6	-26	-15	-2	-12	1	-1	34	24	0.0

Going on with the list.
SMILES	NR2E3 ag-1	iPSC survival up	CF NFkB block	TWEAK Fn14 block	HIF-2a inh	MITF TRPM1 inh	NR2E3 ag-2	KKLEB tox	Shn3 3UTR inh	Peg3 promoter	aDG glyco up
CN1CCN(c2ccc(NC(=O)c3ccc4c(c3)[nH]c(=O)n4Cc3ccc(F)cc3)cc2)CC1	2	-2.4	4	21	23	3	-27	4	-9	24	-0.1
COc1ccc(NC(=O)c2sc3nc(N4CCOCC4)c4c(c3c2N)CC(C)(C)OC4)cc1	2	0.6	-10	-26	1	35	-16	-22	21	42	-0.4
O=C(CN1c2cccc3cccc(c23)S1(=O)=O)Nc1ccccc1	1	-0.6	13	-2	20	-8	2	-7	4	5	0.0
Cc1nc(N2CCN(C(=O)c3ccco3)CC2)[nH]c(=O)c1C	3	0.5	-18	11	16	5	-14	11	3	14	0.0
Cc1ccc(-n2c(-c3ccc(Cl)cc3)n[nH]c2=S)c(C)c1	2	0.4	-14	0	4	3	-27	-16	-16	10	0.0
N#Cc1ncc(C(F)(F)F)cc1Oc1cccnc1	1	0.9	9	-5	4	-2	24	-9	-17	13	-0.1
NC(=O)CC(NC(=O)Cc1ccc(Cl)cc1)c1ccc(N2CCN(c3ccccn3)CC2)c([N+](=O)[O-])c1 (centres undefined)	0	-1.2	-28	-5	-2	0	18	20	16	-8	0.0
CC(C)OP(=O)(OC(C)C)C1(O)C(=O)Nc2ccccc21 (centres undefined)	-2	8.6	-9	-19	17	8	-9	6	15	-2	0.5
Cc1c(N/C=C/C(=O)c2ccc(Cl)cc2)c(=O)n(-c2ccccc2)n1C	1	-1.0	6	-12	-43	-8	-37	6	-1	-44	0.1
CCCn1c(SC2C(=O)CC(C)(C)CC2=O)nc2c1c(=O)n(C)c(=O)n2C	-3	1.2	-4	6	3	8	-24	14	31	-2	-0.1
CCOC=C1SC(=S)N(c2ccccc2OC)C1=O	.	-1.8	-8	5	0	.	-27	-5	2	14	0.1
CS(=O)(=O)N(Cc1ccccc1)c1ccc(C(=O)NCCSCc2ccco2)cc1	4	4.6	-9	5	20	7	32	4	-23	31	-0.2
CCOc1ccc(OCC)c(NC(=O)CCCN2C(=O)c3cccnc3C2=O)c1	0	-4.4	-4	-4	7	-7	-21	2	.	-4	0.0
Cc1ccccc1NC(=O)Cn1c(CCC(=O)O)ccc1-c1cccs1	4	-0.1	13	23	8	4	-2	-7	-9	8	-0.2
CCCc1nc2ccc(C)cn2c1Cc1cccc(F)c1	.	1.5	-15	-6	-227	.	-123	-6	-50	-192	-0.1
Cc1cc(C)n(-c2ccc3nnc(C)n3n2)n1	-4	-0.7	-2	9	13	-6	-11	-5	6	10	0.0
CCOc1ccc(CCN2C(=S)N([C@@H](CC(C)C)CN3CCCC3CN3C(=S)NC[C@@H]3Cc3ccc(O)cc3)C[C@@H]2Cc2ccc(O)cc2)cc1 (some centres undefined)	.	0.1	40	47	-48	15	0	-7	86*	87*	0.6
CCOC(=O)N1CCN(C(c2cccc(OC)c2)c2sc3nc(C)nn3c2O)CC1 (centres undefined)	-1	-2.9	9	-6	7	-10	-12	4	-4	3	-0.3
CN(C)C(C)(C)C#CC(O)(c1ccccc1)c1ccccc1	1	-0.7	1	7	3	-2	-3	3	2	10	-0.2
O=C(Cc1ccc(Cl)cc1)Nc1cccnc1	2	1.1	8	-7	6	1	-5	-11	-17	-5	0.4
CCN1CCN(Cc2ccc(OCc3ccccc3)c(OC)c2)CC1	1	-2.2	11	-11	-217	-72	-42	1	-68	-163	0.2
Cc1cc([N+](=O)[O-])nn1CCCC(=O)Nc1cc(Cl)ccc1Cl	2	-0.5	1	0	-5	-8	-32	-18	8	-4	0.2
Cc1nn(C)c(C(=O)Nc2cccc(CN3CCOCC3)c2)c1Br	-1	3.7	0	1	6	-17	1	13	16	18	0.0
Cc1noc(C)c1C(=O)OCC(=O)NCc1ccc(Cl)cc1	-2	-0.1	8	1	-11	3	-9	-10	4	3	0.0
COc1ccc(/C=C/c2nc(C)c(-c3ccccc3)c(=O)[nH]2)cc1OC	4	1.0	-8	2	-9	14	11	14	13	-6	-0.7

(more compounds)
SMILES	NR2E3 ag-1	iPSC survival up	CF NFkB block	TWEAK Fn14 block	HIF-2a inh	MITF TRPM1 inh	NR2E3 ag-2	KKLEB tox	Shn3 3UTR inh	Peg3 promoter	aDG glyco up
Clc1cc2nc[nH]c2cc1Cl	-1	0.3	12	2	-10	2	-15	6	26	-11	0.0
CCCc1cc(-c2n[nH]c(=S)n2-c2cccc(C)c2)cs1	-1	-1.1	2	-10	-23	11	-6	9	-19	10	-0.1
CCOc1ccc(CN(Cc2ccco2)S(=O)(=O)c2ccc(-n3cnnn3)c(OC)c2)cc1	0	-0.1	6	15	-14	-12	-16	8	15	7	0.2
COC(=O)C(OC(=O)c1ccc(OC)cc1)C(=O)OC	-3	0.7	-5	7	8	-9	12	0	7	-5	0.0
Nc1cccc(NC(=O)c2ccco2)c1	-5	0.0	-10	-24	-34	3	-10	-3	-26	-17	0.1
COc1cccc(-c2nn(C)c3sc(C(=O)Nc4ccc5c(c4)OCCO5)cc23)c1	-2	-0.4	-12	44	-121	-25	-117	-11	9	-65	-0.5
Cc1ccc(-c2nc3[nH]c(=O)cc(NC(=O)c4cccs4)n3n2)cc1	2	-0.2	-3	11	7	-6	-5	2	8	17	0.0
Cc1noc(C)c1CN1C(=O)NC(Cc2ccccc2)(Cc2ccccc2)C1=O	0	1.8	2	-27	12	4	-12	3	0	10	0.1
CCc1ccc(OCC(=O)NNCC(=O)Nc2ccc(OC)cc2)cc1	.	-0.3	-4	-5	-11	-9	-5	-26	-92	1	-0.2
COc1cc2c(cc1NC(=O)CSc1nnc(Cc3cccs3)n1C)oc1ccccc12	4	0.9	3	-11	-49	10	21	-8	-9	-35	-0.4
CCOc1ccc(C(=O)NC(=S)Nc2cc(C)ccn2)cc1[N+](=O)[O-]	-1	-0.8	-1	-23	-10	-8	-7	-2	-6	22	-0.2
COc1ccc(NS(=O)(=O)c2cc(NC(=O)CCSc3ccccc3)ccc2OC)cc1	-2	0.9	-11	58*	-63	-8	-7	-1	11	0	0.0
CCC(Oc1ccc(Br)cc1)C(=O)N1CCN(c2ncccn2)CC1 (centres undefined)	-1	-0.4	-10	10	13	2	14	-1	-5	21	0.3
Cc1cccnc1NC(=O)CN1C(=O)NC(C)(c2ccc3ccccc3c2)C1=O (centres undefined)	4	-0.1	6	15	5	-5	-9	-7	-11	20	0.0
O=C(/C=C/c1ccco1)NC(=S)Nc1ccccc1N1CCOCC1	-1	-2.3	4	3	14	-5	-22	-1	9	19	1.0

Ordered by value in Shn3 3UTR inh (falling): four from the list above
SMILES | Shn3 3UTR inh
Clc1cc2nc[nH]c2cc1Cl | 26
O=C(/C=C/c1ccco1)NC(=S)Nc1ccccc1N1CCOCC1 | 9
CCOc1ccc(CCNC(=O)Cc2nn[nH]n2)cc1OCC | 0
CCC(Oc1ccc(Br)cc1)C(=O)N1CCN(c2ncccn2)CC1 (centres undefined) | -5
